Tau FP inhib: qHTS for Inhibitors of Tau Fibril Formation, Fluorescence Polarization; Potency, µM (series often up to 57.7 µM), for inactives: at the top dose activity, negative = inhibition, usual class: inhibitors; actives 0.39% (n = 280,000); K18 P301L tau heparin fibrillization, Alexa594 FP, 6 h; Microtubule-associated protein tau (Homo sapiens), P10636; note: % is set by controls: 0 for no effect and ±100 for the full control effect; nearly all actives have a fitted effect of over 55% in size
Target sequence (P10636 561-689 P618L limits assumed): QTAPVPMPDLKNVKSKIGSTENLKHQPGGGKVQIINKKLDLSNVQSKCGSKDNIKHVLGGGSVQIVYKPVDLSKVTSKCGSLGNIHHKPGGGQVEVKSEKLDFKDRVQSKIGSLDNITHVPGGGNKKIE
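Human K18 P301L fragment (15 uM unlabeled plus 0.24 uM Alexa 594-labeled) in 100 mM sodium acetate pH 7 with compound, aggregation induced by 20 uM heparin for 6 hr at 37 C. ThT (30 uM) added for 1 hr, then Alexa 594 FP read.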
Tau fibril ThT: qHTS for Inhibitors of Tau Fibril Formation, Thioflavin T Binding | Potency, µM (top dose mostly 57.4 µM), for inactives: top-dose activity, negative = inhibition, most hits filed as inhibitors | AID 1460, 2008 | recombinant tau K18 P301L, heparin-induced fibrillization, ThT fluorescence | actives 2.1% (n = 270,000); note: % is set by controls: 0 for no effect and ±100 for the full control effect; nearly all actives have a fitted effect of over 55% in size
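Aggregation was driven by heparin (20 uM final) acting on recombinant tau […] bearing P301L in 100 mM sodium acetate pH 7; fibrils were detected with Thioflavin T.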
SMN2 splice enh: qHTS Assay for Enhancers of SMN2 Splice Variant Expression. Potency, µM (top dose mostly 46.1 µM), without a hit: at the highest dose activity change, positive = activation, hits mostly activators. actives 2.8% (n = 210,000). AID 1458, 2008. HEK293 SMN2-luciferase splicing reporter, luminescence, 30-36 h; note: % of control where 0% means no effect; nearly all actives have a fitted effect of over 55% in size
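qHTS luciferase splicing reporter: luminescence rises when SMN2 exon 7 is included in transfected HEK293 cells. Compound exposure lasted 30-36 h at 37C, with 4.5 mM final sodium butyrate as control, followed by a ONE-Glo read.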
ALDH1A1 inh: qHTS Assay for Inhibitors of Aldehyde Dehydrogenase 1 (ALDH1A1) | Potency, µM (top dose mostly 75.3 µM), inactives show top-dose activity, negative = inhibition, actives largely listed as inhibitors | Purified ALDH1A1, NADH fluorescence, propionaldehyde substrate | Aldehyde dehydrogenase 1A1 (Homo sapiens), P00352 | actives 7.3% (n = 220,000); active = well fitted inhibition curve with a large enough effect, not every such curve was filed as active; inconclusive = small, poorly fitted or top-dose-only effect, or another doubt; inactive = no such curve, though single readings can be large or run the other way;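 note: plate controls were no enzyme wells and a reference inhibitor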
Target sequence (P00352 whole entry, looked up): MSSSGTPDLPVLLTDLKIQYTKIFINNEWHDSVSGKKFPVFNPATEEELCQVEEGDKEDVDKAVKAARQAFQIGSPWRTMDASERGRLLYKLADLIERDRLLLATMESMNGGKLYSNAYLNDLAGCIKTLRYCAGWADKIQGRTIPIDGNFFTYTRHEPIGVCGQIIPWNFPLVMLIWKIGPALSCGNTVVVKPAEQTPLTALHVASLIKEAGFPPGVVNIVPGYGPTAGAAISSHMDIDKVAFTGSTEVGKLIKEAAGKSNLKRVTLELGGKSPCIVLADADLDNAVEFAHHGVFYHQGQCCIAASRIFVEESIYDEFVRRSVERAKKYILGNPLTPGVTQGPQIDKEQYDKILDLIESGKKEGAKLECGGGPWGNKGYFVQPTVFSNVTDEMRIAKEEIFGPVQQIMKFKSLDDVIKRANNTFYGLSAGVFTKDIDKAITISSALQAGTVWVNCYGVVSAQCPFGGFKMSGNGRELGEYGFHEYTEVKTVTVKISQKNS
Tau fluor counter: Counterscreen qHTS for Inhibitors of Tau Fibril Formation, Fluorescence Polarization. tau K18 P301L (four-repeat tau fragment) Alexa594 fluorescence, heparin fibrillization. actives 0.93% (n = 280,000). Potency, µM (series often up to 57.7 µM), inactives show at the highest dose activity change, negative = decrease; note: % is set by controls: 0 for no effect and ±100 for the full control effect; nearly all actives have a fitted effect of over 55% in size
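Human K18 P301L tau (15 uM unlabeled plus 0.24 uM Alexa 594-labeled, final) in 100 mM sodium acetate pH 7 was mixed with compound and 20 uM heparin and incubated 6 hr at 37 C.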
JMJD2E inh: qHTS Assay for Inhibitors of Human Jumonji Domain Containing 2E (JMJD2E); Lysine-specific demethylase 4E (Homo sapiens), B2RXH2; JMJD2E catalytic domain, FDH-coupled NADH fluorescence (FDH is formaldehyde dehydrogenase); Potency, µM (top dose mostly 57.1 µM), inactives show top-dose activity change, negative = inhibition, most hits filed as inhibitors; actives 1.6% (n = 230,000); active = well fitted inhibition curve with a large enough effect, not every such curve was filed as active; inconclusive = small, poorly fitted or top-dose-only effect, or another doubt; inactive = no such curve, though single readings can be large or run the other way;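 note: 0% = wells with enzyme and -100% = buffer wells without enzyme; nearly all actives have a fitted effect of over 50% in size; many of its hits are not listed in these tables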
Target sequence (B2RXH2 1-337 limits assumed): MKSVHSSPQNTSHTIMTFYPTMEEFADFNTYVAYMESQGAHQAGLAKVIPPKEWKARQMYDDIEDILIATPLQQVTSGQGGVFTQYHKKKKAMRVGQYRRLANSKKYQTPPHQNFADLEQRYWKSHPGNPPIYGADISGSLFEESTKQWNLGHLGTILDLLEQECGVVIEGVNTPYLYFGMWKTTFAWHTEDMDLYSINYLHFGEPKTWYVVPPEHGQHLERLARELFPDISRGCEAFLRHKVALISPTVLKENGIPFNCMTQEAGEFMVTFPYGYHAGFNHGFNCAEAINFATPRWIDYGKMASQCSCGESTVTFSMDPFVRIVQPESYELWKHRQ
HTT ATP protect: qHTS Multiplex Assay to Identify Dual Action Probes in a Cell Model of Huntington: Cytoprotection (ATP); Potency, µM (doses to about 56.4 µM), for inactives: cytoprotection (ATP increase), actives largely listed as activators; AID 1471, 2008; actives 0.14% (n = 230,000); PC12 HTT-Q103 induced, cytoprotection, ATP luminescence, 40 h;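 note: % of control where 0% means no effect; nearly all actives have a fitted effect of over 45% in size; toxic huntingtin expression switched on by the ecdysone agonist tebufenozide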
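ATP quantification (ATPlite) reports survival of PC12 cells in which tebufenozide, 100 nM final, switches on Htt exon 1 with 103 glutamines linked to GFP; compounds are titrated.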
HTT aggregate: qHTS Multiplex Assay to Identify Dual Action Probes in a Cell Model of Huntington: Aggregate Formation (GFP) | actives 1.1% (n = 220,000) | AID 1688, 2009 | Potency, µM (doses to about 46.1 µM), inactives show at the top dose activity change, negative = inhibition, most hits filed as inhibitors | PC12 HttQ103-GFP aggregates, Acumen cytometry, 40 h; note: % is set by controls: 0 for no effect and ±100 for the full control effect; nearly all actives have a fitted effect of over 60% in size
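PC12 cells with ecdysone-inducible HTT exon1 Q103-GFP, induced by 100 nM tebufenozide, given compounds in a concentration series. GFP aggregates (1–25 um, 6 SD above background) counted in lysates by laser-scanning cytometry, 488 nm excitation.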
* marks the source's active call; other numbers are inactive results; ? = inconclusive; . = no result given; & = joins results of further samples; [ ] = remark or other dose. Unless noted, calls come from the whole dose curve; as a rule, active = well fitted curve in the direction sought with a large enough effect; inconclusive = small, poorly fitted or top-dose-only effect, or another doubt; inactive = no such curve, though single readings can be large; an effect the other way counts as inactive or inconclusive. Potency is the fitted concentration of half-maximal effect. An excerpt; count on the stated rates, not on these rows.

Molecule	HTT ATP protect	SMN2 splice enh	HTT aggregate	Tau fluor counter	Tau fibril ThT	ALDH1A1 inh	Tau FP inhib	JMJD2E inh
COC(=O)C(C(=O)OC)C1c2ccccc2C=C(C)N1C(=O)OC (stereo unspecified)	5%[10 µM]	4%[9.22 µM]	.	-2%[11.6 µM]	-5%[11.5 µM]	11%[13.5 µM]	5%[11.6 µM]	3%[11.4 µM]
CCC(=O)NC(=S)Nc1cccc(NC(=O)c2ccccc2Cl)c1	-13%	-2%	4%	-10%	-11%	?	-2%	3%
O=C(OCC(=O)N1c2ccccc2Sc2ccccc21)c1ccc[n+]([O-])c1	0%	10%	-4%	-3%	-4%	24µM*	-2%	1%
CC(=O)Nc1ccc(C(=S)NCc2ccco2)cc1	-3%	-27%	-5%	-8%	-17%	?	0%	92%[activator]
CC(C)NC(=O)NC(=O)COC(=O)C1(C)CC1(Cl)Cl (stereo unspecified)	14%[10 µM]	8%	-10%	5%	3%	8%	6%	2%
CCOc1ccccc1C(=O)NCc1ccco1	-5%	4%	9%	1%	?	-3%	-12%	-4%
COC(=O)CCCC1=CC2=C(c3ccccc3)C(=O)C(C)(OC(=O)C3CCCC3)C(=O)C2=CN1Cc1ccc2c(c1)OCO2 (stereo unspecified)	3%&-14%[10 µM]	-5%[9.22 µM]	-22%[9.22 µM]	-3%[11.6 µM]	?	?	3%[11.6 µM]	-4%[11.4 µM]
CCC(=O)N1CCc2cc(Br)cc(S(=O)(=O)Nc3c(C)n(C)n(-c4ccccc4)c3=O)c21	-3%	-5%	11%	-7%	-10%	14%	-7%	-9%
CCn1c2ccccc2c2cc(NC(=O)c3cc(OC)c(OC)c(OC)c3)ccc21	-89%[inhibitor]	-34%[inhibitor]	?	?	?	?	7%	?
FC(F)(F)c1ccc(-c2csc(-c3ccno3)n2)cc1	-6%[10 µM]	.	-13%[9.22 µM]	-25%	-10%	-10%	-14%	?
c1ccc2c(-n3ccnc3)nc(-c3ccoc3)nc2c1	?	-9%	.	-21%	?	-9%	?	?
CCOC(=O)C1CCN(CC(O)COCc2ccc3c(c2)OCO3)CC1 (stereo unspecified)	-4%	.	1%	7%	3%	0%	1%	2%
CCOC(=O)N1CCC(NC(=O)CCC(=O)N2CCOc3ccccc32)CC1	13%	-20%	15%	-3%	?	?	3%	2%
Cc1nc(Nc2ccc(C(=O)O)cc2)nc(Nc2ccc(C(=O)O)cc2)c1[N+](=O)[O-]	17%[10 µM]	12%	14%	-8%	?	3%	0%	-5%
CCOC(=O)c1ccc(NC(=O)CSc2nc(-c3ccc(OC)cc3)cc(C(F)(F)F)c2C#N)cc1	.	-2%	.	-27%	?	.	?	.
O=C(NC(Nc1ccccn1)C(Cl)(Cl)Cl)c1ccccc1 (stereo unspecified)	-23%	-3%	8%	-14%	-6%	4%	2%	-6%
Oc1c(N=NC(=S)Nc2ccccc2F)c2ccccc2n1Cc1ccccc1F	-19%	.	-31%	?	?	20µM*	1%	7%
COC(=O)c1sccc1NC(=O)CN(C)NS(=O)(=O)c1ccc([N+](=O)[O-])cc1	-44%[inhibitor]	-16%	-18%	-7%	-18%	1.6µM*	2%	-5%
Cc1onc(-c2ccccc2)c1C(=O)Nc1nnc(-c2ccncc2)s1	-18%	24%	-11%	1%	-5%	?	0%	?
COc1cc2c(cc1OC)C(c1ccc(N(C)C)cc1)CC(=O)N2 (stereo unspecified)	-1%	14%	-15%	-4%	-2%	8.9µM*	7%	-9%
COc1ccc(C(O)Cc2nc3ccccc3n2C)cc1OC (stereo unspecified)	3%[10 µM]	22%	?	3%	-3%	-4%	4%	3%
CC(=O)NC(=O)c1nnn(Cc2ccccc2)c1NC(C)=O	9%	-15%	2%	-4%	-7%	-2%	0%	8%
CC1(C)CC2CC(C)(CN2C(=O)COC(=O)CNC(=O)c2ccc(Cl)c(Cl)c2)C1 (stereo unspecified)	7%[10 µM]	5%	?	-16%	-12%	?	-5%	-2%
CC(=O)c1nn(-c2ccc(OC(F)(F)F)cc2)nc1Nc1ccc(C)cc1	.	-6%	.	0%	-5%	.	-4%	.
COCC(C)N1CC(O)=C(c2nc(-c3ccc(Cl)cc3)cs2)C1=N (stereo unspecified)	-14%	1%	5%	-29%	?	8%	4%	7%
CC(CC(=O)Nc1nc2ccccc2[nH]1)n1ccnc1 (stereo unspecified)	3%[10 µM]	5%	24%	11%	-3%	7%	10%	13%
CCCn1c(C)cc(C(=O)COc2ccc(C)nc2[N+](=O)[O-])c1C	15%[10 µM]	.	17%	-7%	-13%	?	8%	0%
CCN(CC)S(=O)(=O)c1ccc(C(=O)NNC(=O)C2CCN(S(=O)(=O)c3ccc(Cl)cc3)CC2)cc1	-10%[10 µM]	-13%	16%	-27%	-7%	0%	-8%	0%
COc1ccc(CNC(=O)C(CCSC)NC(=O)c2ccco2)cc1 (stereo unspecified)	7%	-9%	0%	2%	10%	-5%	1%	0%
Cc1cc(C(=O)CSc2nnnn2C)c(C)n1C1CC1	-27%	10µM*	-20%	-11%	-17%	-2%	-7%	-12%
O=C(O)C1CC=CCC1C(=O)Nc1cccc(Cl)c1Cl (stereo unspecified)	-16%	.	-12%	-15%	-12%	7%	-13%	-3%
CC(C)(C)C1CCc2c(sc(NC(=O)Cn3nnc(-c4cccc(C(F)(F)F)c4)n3)c2C#N)C1 (stereo unspecified)	.	6%	.	-27%	-5%	.	?	.
O=C(c1ccc2snnc2c1)N1CCN(c2ccccc2)CC1	12%	-7%	3%	-1%	-7%	1%	6%	2%
O=C(C1=C[C@@H](c2ccc(Br)cc2)C[C@@H](OCc2ccc(CO)cc2)O1)N1CCN(Cc2ccccc2)CC1	6%[10 µM]	.	-4%[9.22 µM]	-12%	?	?	-3%	-29%
COc1cccc(C(=O)Nc2ccc3c(c2)C(=O)c2ccccc2C3=O)c1	-11%[10 µM]	-15%[1.84 µM]	-6%	?	-22%	-5%	?	-2%
CCOc1ccc(/C=N/Nc2ccccn2)cc1	-118%[inhibitor]	1.6µM*	-9%	-24%	?	8%	11%	-16%
CCCC(=O)C1=C(c2ccccc2)C(C#N)(C#N)C(C#N)=C1N	-1%[0.074 µM]	-11%	5%	?	28µM*	?	?	?
CCn1c(-c2cc(-c3ccccc3)sc2N)n[nH]c1=S	34%[10 µM]	.	0%[9.22 µM]	14µM*[quencher]	?	.	10%	2%
Cc1cc(C)c(S(=O)(=O)N2CCCCC2)cc1N(C)S(=O)(=O)c1ccc(Cl)cc1	10%[10 µM]	-64%[inhibitor]	-20%	-23%	-13%	7%	-2%	-3%
Cc1ccc(NC(=O)Cn2nc(C)c3ccccc3c2=O)cc1F	-20%[10 µM]	-13%	2%	-3%	5%	1%	-1%	-7%
CCn1c(SCC(=O)Nc2cc(F)ccc2C)nnc1-c1ccccc1O	27%	-22%	-6%	-19%	?	6%	-9%	1%
O=C(CCCCCn1c(=S)[nH]c2ccc(Br)cc2c1=O)NCC1CCCO1 (stereo unspecified)	-39%[inhibitor]	-14%	0%[9.22 µM]	-10%	6%	-7%	-8%	0%
C[C@H]1CCC[C@]2(O[C@@H](CCO)C[C@H](O)[C@H]2O)O1	.	4%	-3%	-13%	-11%	11%	1%	-4%
CCC(C)NCC(O)(c1ccc(Cl)cc1)c1ccc(Cl)cc1 (stereo unspecified)	-24%	-22%	-32%	0%	2%	11%	13%	15%
Cc1cc(C)c(S(=O)(=O)N2CCN(Cc3ccc4c(c3)OCO4)CC2)cc1C	.	-7%	.	-15%	-16%	.	1%	.
COc1ccc(-c2nn[nH]n2)cc1OC	0%	3%	1%	-5%	-7%	16%	-4%	4%
COc1ccc(NC(=O)c2c(C)oc3ccc(O)c(CN4CCOCC4)c23)cc1	.	12%	.	-13%	-12%	.	0%	.
O=C(CC(O)(C(F)(F)F)C(F)(F)F)Nc1ccc(Cl)c(Cl)c1	-128%[inhibitor]	-88%[inhibitor]	5µM*	?	-11%	-4%	-17%	-2%

Sorted by value in JMJD2E inh (rising): some entries from above.
Compound	JMJD2E inh
Cc1ccc(NC(=O)Cn2nc(C)c3ccccc3c2=O)cc1F	-7%
CCn1c(SCC(=O)Nc2cc(F)ccc2C)nnc1-c1ccccc1O	1%
CCn1c(-c2cc(-c3ccccc3)sc2N)n[nH]c1=S	2%

Remaining list, next part
Molecule	HTT ATP protect	SMN2 splice enh	HTT aggregate	Tau fluor counter	Tau fibril ThT	ALDH1A1 inh	Tau FP inhib	JMJD2E inh
Cc1ccc(-c2noc(CCC(=O)N3CCCc4ccccc43)n2)cc1	-1%	8%	-40%	-17%	?	?	-5%	-2%
CCNCc1cc(Cl)c(OCc2ccccc2)c(OCC)c1	-24%	-80%[inhibitor]	10%	-9%	-4%	-7%	5%	-11%
Cc1ccc2c(c1)C(N1CCCC1=O)CC(c1ccco1)N2 (stereo unspecified)	-91%[inhibitor]	13µM*	16%	-29%	?	?	-13%	?
CC(=O)Nc1ccccc1OCC(=O)c1ccc2c(c1)OCO2	-35%	.	-10%	2%	-3%	3%	2%	-9%
Cc1c(NS(=O)(=O)c2ccccc2)cc(C(C)C)c(O)c1S(=O)(=O)c1ccc(Cl)cc1	.	-40%[inhibitor]	.	?	-6%	.	?	.

Screens (PubChem)
